Screening results from PubChem BioAssay.
SIRT5 block: inhibitors of human sirtuin-5 desuccinylase. Q9NXA8. Purified SirT5, succinyl-peptide AMC, trypsin-coupled fluorescence. inhibition, % at 15 µM. 330,000 tested, 1.1% active. AID 652115; in the data active = inhibition above about 15%
Target sequence (Q9NXA8 whole entry, looked up): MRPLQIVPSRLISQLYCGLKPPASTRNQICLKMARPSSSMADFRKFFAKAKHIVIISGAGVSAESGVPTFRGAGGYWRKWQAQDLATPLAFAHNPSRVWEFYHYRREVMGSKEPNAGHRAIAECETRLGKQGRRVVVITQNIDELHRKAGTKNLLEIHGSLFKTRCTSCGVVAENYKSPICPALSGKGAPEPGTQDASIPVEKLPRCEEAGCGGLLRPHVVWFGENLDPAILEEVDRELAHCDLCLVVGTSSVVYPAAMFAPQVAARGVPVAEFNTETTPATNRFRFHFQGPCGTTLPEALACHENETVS
esBAF inh: SWI/SNF esBAF complex inhibition | mouse ES cells, Bmi1-luciferase knock-in reporter, 24 h; 100% = twice the neutral-well signal | reporter increase, % at 12.5 µM | 350,000 tested, 2% active; in the data active = activation above about 40%;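 note: 0% = median of the plate's neutral control wells and 100% = double that signal; a rise in the Bmi1 reporter signal indicates esBAF inhibition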
ARNT TACC3 PPI: disrupts binding between human ARNT and TACC3. Q9Y6A5. AlphaScreen His-ARNT PAS-B/GST-TACC3 binding, luminescence; TACC3 fragment carries E629A point mutation. inhibition, % at 9.99 µM. 390,000 tested, 0.66% active;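 active = mean inhibition of replicates at least 50% and at least half of replicates each reaching 50%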;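 note: 0% = complete ARNT plus TACC3 wells and 100% = ARNT alone without TACC3; many hits fall short of the cut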
Statin myotox sup: suppression of simvastatin myotoxicity; C2C12 myotubes + simvastatin, ATP luminescence, 48 h; scaled: DMSO 0, geranylgeraniol control 100; rescue of ATP level, % at 7.49 µM; 330,000 tested, 0.78% active;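 active = mean ATP rescue above about 67%, or every replicate alone reaching that limit, limit read from the data, passing the limit was not always enough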;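 note: myotubes were challenged with 10 µM simvastatin during compound exposure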
miR122 inh: blocks miR-122 activity in Huh7 sensor cells | Huh7 miR-122 Renilla luciferase sensor, 48 h; neutral wells = 0, positive control = 100 | 340,000 tested, 0.3% active | activation (reporter increase), % at 12.5 µM;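 active = mean replicate activation score at least 90 and every replicate individually at or above 90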;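 note: higher luciferase means less miR-122 activity so hits act as miR-122 inhibitors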
ERp5 block: blocks human ERp5 reductase activity on insulin; AID 651711; Q15084; 350,000 tested, 0.05% active; inhibition, % at 9.99 µM; ERp5 insulin aggregation, absorbance 650 nm, 90 min;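 active = mean replicate inhibition above about 25%, with every replicate also reaching it, limit read from the data, passing the limit was not always enough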
Target sequence (Q15084 whole entry, looked up): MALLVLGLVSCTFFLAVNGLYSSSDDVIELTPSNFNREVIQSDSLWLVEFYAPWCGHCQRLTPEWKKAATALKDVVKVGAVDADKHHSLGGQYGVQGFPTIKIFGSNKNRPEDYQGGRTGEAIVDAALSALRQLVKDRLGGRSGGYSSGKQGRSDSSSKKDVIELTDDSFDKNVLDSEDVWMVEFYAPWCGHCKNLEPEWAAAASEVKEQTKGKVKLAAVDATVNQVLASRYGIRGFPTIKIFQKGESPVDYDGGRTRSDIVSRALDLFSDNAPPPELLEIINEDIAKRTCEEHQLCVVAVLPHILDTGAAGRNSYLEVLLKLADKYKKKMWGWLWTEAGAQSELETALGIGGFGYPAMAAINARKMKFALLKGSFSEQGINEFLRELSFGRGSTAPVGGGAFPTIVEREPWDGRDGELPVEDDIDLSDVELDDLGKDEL
Cneo AK release: causes C. neoformans cell lysis; adenylate kinase release luminescence, 4 h; normalised: neutral wells 0, clomiphene wells 100; lysis activity, % at 15 µM; 360,000 tested, 0.2% active; AID 651654;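 active = mean lysis activity across replicates of at least 80%, whatever share of replicates individually reach that level; inactive = mean lysis activity below 80%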
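Signal: Adenylate kinase release luminescence | Assay system: Log-phase Cryptococcus neoformans yeast cells | Input: Cells at 5 × 10^6 per mL | Buffer or medium: Fresh YPD growth medium | Compound: Single dose | Schedule: Static 4 h at 37 °C with compound, 1 h detection | Controls: Clomiphene | Read-out: Luminescence rise reflecting yeast cell lysis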
Numbers without * were called inactive; i = inactive; nt = no result given; [ ] = dose if it differs, or a comment. Rows were taken by chance; 4% or so of the library scored in one or more.

entry	SMILES	SIRT5 block	esBAF inh	ARNT TACC3 PPI	Statin myotox sup
1	C[C@@H]1CN([C@H](C)CO)C(=O)c2c(c3ccccc3n2C)-c2ccccc2CO[C@H]1CN(C)S(=O)(=O)c1cn(C)cn1	nt	-1	nt	8
2	CC(C)CCN1CCN(Cc2cccc(C(F)(F)F)c2)CC1CCO (stereo unspecified)	-2	-8	13	7
3	Cc1ccc(NC(=O)CN(C)S(=O)(=O)c2ccc3[nH]c(=O)oc3c2)c(C)c1	-6	-6	-21	4
4	Cc1cc(Cl)ccc1Oc1ccc(C(N)=O)cc1[N+](=O)[O-]	nt	-4	-3	7
5	COc1ccccc1C(=O)Nc1sc2c(c1C(=O)NCc1ccco1)CCCC2	nt	6	-1	-29
6	CS(=O)(=O)Nc1ccc2c(c1)[C@@H]1C[C@@H](CC(=O)NC3CCCCC3)O[C@@H](CO)[C@@H]1O2	0	3	-8	6
7	N#Cc1c(SCC(=O)Nc2ccc(Cl)cc2Cl)sc2c(O)cc(=O)[nH]c12	-19	-4	12	5
8	Cc1ccc(-c2noc(CN(C(=O)C34CC5CC(CC(C5)C3)C4)C(C)C)n2)cc1	nt	1	-4	-22

entry	miR122 inh	ERp5 block	Cneo AK release
1	-6	-7	1
2	11	-1	nt
3	48	-1	2
4	5	nt	-4
5	-6	nt	0
6	8[16.7 µM]	1	55
7	nt	-1	-1
8	31	nt	0

entry	SMILES	SIRT5 block	esBAF inh	ARNT TACC3 PPI	Statin myotox sup
9	Cc1cccc(CNC(=O)Nc2nnc([C@H]3C[C@H](O)[C@@H](CO)O3)s2)c1	nt	5	nt	7
10	Cc1ccc(NC(=S)NCC(O)c2ccccc2)c(C)c1 (stereo unspecified)	2	6	-13	-2
11	O=C(CC1Sc2ccccc2NC1=O)NNc1ccc(Cl)c(Cl)c1 (stereo unspecified)	-1	-2	-2	9
12	Cc1ccc2c(CC(=O)NCCc3ccc(S(N)(=O)=O)cc3)coc2c1	0	1	-4	5
13	c1ccc(C(Nc2cccnc2)c2ccccc2)cc1	-1	nt	-39	nt
14	CCN(CC(=O)Nc1c(F)cccc1F)C(=O)C1CCN(C(=O)c2ccc(F)cc2)CC1	-3	5	11	-9
15	CCCN1[C@H](C(=O)OC)[C@@H](CO)[C@@H]2Cn3c(ccc(-c4ccc(OC)cc4)c3=O)[C@@H]21	15	0	2	11
16	CC(=O)Nc1cccc(NC(=O)COC(=O)CO/N=C(\C)c2ccc3c(c2)OCO3)c1	2	10	-2	-3

entry	miR122 inh	ERp5 block	Cneo AK release
9	-4	-2	0
10	12	3	-8
11	12	4	nt
12	-1	1	0
13	nt	-1	nt
14	-4	-8	-2
15	12[16.7 µM]	0	-1
16	0	4	1

entry	SMILES	SIRT5 block	esBAF inh	ARNT TACC3 PPI	Statin myotox sup
17	Cc1ccc(CCS(=O)(=O)c2ccc(C(C)(C)C)cc2)cn1	1	-8	-4	9
18	COc1ccc2sc(SCCCS(=O)(=O)O)[n+](CCCS(=O)(=O)[O-])c2c1	-1	nt	2	nt
19	CCOc1ccc(N2C(=O)/C(=C/c3ccco3)N(C)C2=S)cc1	nt	1	-1	-9
20	CC(C)(C)C(=O)O/N=C(\N)Cc1ccc(-c2csnn2)cc1	-2	11	-7	-2
21	CCCCn1c(N)c(N(CCOC)C(=O)c2c(C)noc2C)c(=O)[nH]c1=O	-2	nt	0	nt
22	O=C(Nc1ccccc1C(=O)Nc1ccccn1)c1cc(F)c(F)cc1Cl	7	0	-5	4
23	C[C@@H]1CN([C@H](C)CO)C(=O)c2cccc(NS(=O)(=O)c3ccc(Cl)cc3)c2O[C@H]1CN(C)Cc1ccc(C(=O)O)cc1	-3	-3	-6	nt
24	COc1ccc(CNc2nc(SCc3cc(=O)n4cc(Cl)ccc4n3)nc3ccccc23)cc1	nt	nt	-2	nt

entry	miR122 inh	ERp5 block	Cneo AK release
17	-1	3	-5
18	-6	2	-1
19	-3	nt	2
20	-3	6	-2
21	nt	0	nt
22	-2	4	3
23	-8[16.7 µM]	-4	2
24	0	2	0

entry	SMILES	SIRT5 block	esBAF inh	ARNT TACC3 PPI	Statin myotox sup
25	COc1ccc(NC(=S)N(CCCN2CCOCC2)Cc2ccco2)cc1	-4	nt	-9	nt
26	O=C(NCc1cccnc1)C1CCN(C(=O)c2ccc(Cl)cc2Cl)CC1	nt	-10	0	nt
27	COc1ccc(C(=O)COC(=O)Cn2[nH]c(=O)c3ccccc3c2=O)c(OC)c1	-5	-5	-8	-2
28	COc1ccc(C)cc1N(C(=O)c1ccco1)C(C(=O)NC1CCCC1)c1ccc(N2CCOCC2)cc1 (stereo unspecified)	-3	2	nt	40
29	O=C(O)c1cc(Cl)c(Cl)cc1C(=O)N1CCOCC1	1	-14	9	12
30	CNC(=O)COC(=O)c1ccccc1NC(=O)c1ccco1	5	-8	-2	3
31	CN(C(=S)NC(=O)/C=C/c1ccc(F)cc1)C1CCCCC1	-2	nt	6	nt
32	COc1cc2c3c(c1)C(C)CC(C)(C)N3C(=O)C2=O (stereo unspecified)	-2	-3	2	nt

entry	miR122 inh	ERp5 block	Cneo AK release
25	nt	-1	nt
26	9	nt	nt
27	nt	18	-1
28	10	-1	1
29	1	3	0
30	-4	-4	4
31	nt	8	nt
32	nt	-4	5

entry	SMILES	SIRT5 block	esBAF inh	ARNT TACC3 PPI	Statin myotox sup
33	O=C(O)CCn1c(SCCc2ccccc2)nc2ccccc21	-3	nt	-3	nt
34	CCC(=O)N1CCCCN2[C@H](CO)[C@H](c3ccc(/C=C/c4ccccc4)cc3)[C@H]2C1	0	nt	6	nt
35	CO[C@@H]1CN(C)C(=O)c2ccc(NC(C)=O)cc2OC[C@@H](C)N(S(C)(=O)=O)C[C@H]1C	-3	3	-2	11
36	CCOC(=O)c1c(C)oc2c1c(C=NCC1CCCO1)c(O)c1ccccc12 (stereo unspecified)	nt	-6	26	-12
37	Cc1ccc(NS(=O)(=O)c2ccc(C(=O)NCCCN3CCCC3=O)cc2)cc1C	-1	-14	-2	11
38	O=C1COc2ccc(S(=O)(=O)Nc3ccc(F)cc3)cc2N1	-1	-11	12	-9
39	Fc1ccc(CN2CCSCC2)cc1F	1	-12	-4	-15
40	O=C(Cc1ccc(NC(=O)C2CCCN(C(=O)C3CCCC3)C2)cc1)Nc1cccc(C(=O)N2CCCC2)c1 (stereo unspecified)	-1	1	20	11

entry	miR122 inh	ERp5 block	Cneo AK release
33	nt	1	nt
34	1[16.7 µM]	1	3
35	1[16.7 µM]	1	-1
36	2	nt	5
37	nt	1	0
38	112*	2	0
39	3	1	-1
40	1	8	2

entry	SMILES	SIRT5 block	esBAF inh	ARNT TACC3 PPI	Statin myotox sup
41	O=C(Nc1cccc(C(F)(F)F)c1)c1cccnc1N1CCOCC1	-4	7	-6	-2
42	CCOC(=O)C1=CN(Cc2cccc(F)c2)S(=O)(=O)NC1c1ccc(F)c(Cl)c1 (stereo unspecified)	2	-3	-2	6
43	C[C@H]1CN([C@@H](C)CO)C(=O)CCCn2nncc2CO[C@@H]1CN(C)C(=O)CCC(F)(F)F	4	-5	-10	-7
44	CCOC(=O)Cc1csc(NC(=O)Cc2ccccc2)n1	-1	nt	4	nt
45	OC1(c2ccc3ccccc3c2)CCN(Cc2ccccc2)C1 (stereo unspecified)	nt	7	-1	-11
46	COC(=O)c1ccc(COc2ccc(C)c(C)c2)o1	-2	58*	-9	-7
47	COCC(=O)N(C)C[C@H]1Oc2ncc(-c3cccc(OC)c3)cc2C(=O)N([C@@H](C)CO)C[C@@H]1C	-2	-4	9	28
48	Nc1cccc2c(=O)[nH][nH]c(=O)c12	-4	2	i	-2

entry	miR122 inh	ERp5 block	Cneo AK release
41	22	1	0
42	4	-2	-1
43	0[16.7 µM]	-5	-1
44	nt	5	nt
45	11	nt	-3
46	-5	1	-1
47	-3[16.7 µM]	2	0
48	0	-1	nt

entry	SMILES	SIRT5 block	esBAF inh	ARNT TACC3 PPI	Statin myotox sup
49	COc1ccc(Cl)cc1S(=O)(=O)Nc1cccc(C(=O)O)c1	nt	-8	-5	6
50	Cc1ccc(NC(C(=O)c2ccccc2)c2ccccc2)cc1 (stereo unspecified)	-2	-66	4	-114
51	CC1=C(C(=O)Nc2cccc(C(=O)N3CCC(C(N)=O)CC3)c2)SCCO1	0	8	-4	-5
52	COc1cccc(C(=O)N2CCN(Cc3ccccc3C(F)(F)F)CC2)c1	nt	-1	-11	-7
53	CN(C)c1ccc(CNS(=O)(=O)c2ccc3c(c2)NC(=O)CS3)cc1	0	-1	-4	-25
54	COc1cc(N/N=C(\C)c2ccc(O)c(C)c2)nc(-c2ccccc2)n1	0	-3	3	-12
55	Cc1ccc(S(=O)(=O)N(C)C[C@H]2Oc3c(NC(=O)Nc4ccccc4)cccc3C(=O)N([C@@H](C)CO)C[C@@H]2C)cc1	-3	-1	13	8
56	COc1ccc(C2CCCN2C(=O)Nc2ccccc2)cc1OC (stereo unspecified)	nt	3	6	0

entry	miR122 inh	ERp5 block	Cneo AK release
49	-3	nt	0
50	-5	-3	2
51	-5	0	2
52	-1	nt	-3
53	nt	1	-1
54	8	-2	nt
55	-3[16.7 µM]	-2	-9
56	0	2	1

entry	SMILES	SIRT5 block	esBAF inh	ARNT TACC3 PPI	Statin myotox sup
57	Cn1cnc(CCNC(=O)C[C@H]2CC[C@@H]3[C@H](COC[C@@H](O)CN3C(=O)Nc3ccccc3)O2)c1	-2	-2	-1	1
58	O=C(CC(Nc1ccc(F)cc1)C(=O)OCC(=O)c1cccs1)c1ccccc1 (stereo unspecified)	-2	34	0	63
59	Cc1cccc(CCN2CCN=C2Nc2ccccc2)c1	nt	-4	0	-13
60	COc1ccc(NC(=O)c2ccc(OC)cc2)cc1	nt	-11	-4	2

entry	miR122 inh	ERp5 block	Cneo AK release
57	-1[16.7 µM]	2	3
58	-4	0	1
59	-4	0	6
60	-11	nt	-4

An excerpt from above in order of count of non-hydrogen atoms, low to high:
entry	SMILES	SIRT5 block	esBAF inh	ARNT TACC3 PPI	Statin myotox sup
60	COc1ccc(NC(=O)c2ccc(OC)cc2)cc1	nt	-11	-4	2
4	Cc1cc(Cl)ccc1Oc1ccc(C(N)=O)cc1[N+](=O)[O-]	nt	-4	-3	7
33	O=C(O)CCn1c(SCCc2ccccc2)nc2ccccc21	-3	nt	-3	nt
2	CC(C)CCN1CCN(Cc2cccc(C(F)(F)F)c2)CC1CCO (stereo unspecified)	-2	-8	13	7
51	CC1=C(C(=O)Nc2cccc(C(=O)N3CCC(C(N)=O)CC3)c2)SCCO1	0	8	-4	-5
15	CCCN1[C@H](C(=O)OC)[C@@H](CO)[C@@H]2Cn3c(ccc(-c4ccc(OC)cc4)c3=O)[C@@H]21	15	0	2	11
57	Cn1cnc(CCNC(=O)C[C@H]2CC[C@@H]3[C@H](COC[C@@H](O)CN3C(=O)Nc3ccccc3)O2)c1	-2	-2	-1	1

entry	miR122 inh	ERp5 block	Cneo AK release
60	-11	nt	-4
4	5	nt	-4
33	nt	1	nt
2	11	-1	nt
51	-5	0	2
15	12[16.7 µM]	0	-1
57	-1[16.7 µM]	2	3
